# FBW7 act = activators of human E3 ligase FBW7; Q969H0; AlphaScreen FBW7–phospho-cyclin E peptide binding, activator screen; normalized activity (activation), % at 26.1 µM; 0.13% of 650,000 active; in the data active = normalized activity above about 1.9%;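 note: purified mutant Fbw7 with reduced substrate affinity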
# MITF inh = inhibitors of human MITF. AID 1259374. 0.91% of 650,000 active. AlphaScreen MITF homodimerization, bead proximity signal. inhibition, % at 2.6 µM. O75030; in the data active = inhibition above about 50%;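 note: 0% = vehicle wells with protein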
# Target sequence (O75030 whole entry, looked up): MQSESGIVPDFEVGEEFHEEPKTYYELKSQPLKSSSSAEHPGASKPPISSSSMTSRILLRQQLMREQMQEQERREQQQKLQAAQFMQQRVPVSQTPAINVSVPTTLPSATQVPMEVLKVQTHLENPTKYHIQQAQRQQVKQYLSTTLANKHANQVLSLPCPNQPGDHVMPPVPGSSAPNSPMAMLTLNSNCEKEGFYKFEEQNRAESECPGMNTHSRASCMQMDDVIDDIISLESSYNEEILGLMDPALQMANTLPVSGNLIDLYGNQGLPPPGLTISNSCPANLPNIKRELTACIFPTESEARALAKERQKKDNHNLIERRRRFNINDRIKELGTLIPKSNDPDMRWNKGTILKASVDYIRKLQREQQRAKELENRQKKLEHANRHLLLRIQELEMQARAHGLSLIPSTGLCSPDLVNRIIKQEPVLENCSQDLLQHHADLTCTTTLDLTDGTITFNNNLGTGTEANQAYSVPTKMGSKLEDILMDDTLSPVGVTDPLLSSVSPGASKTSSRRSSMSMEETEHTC
# GPR151 ag = activates the human receptor GPR151 | Q8TDV0 | 1% of 650,000 active | activation, % at 11.2 µM | PathHunter beta-arrestin GPR151 cells, luminescence; in the data active = activation above about 4.9%;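 note: 0% = median of compound wells and 100% = cells with positive control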
# Target sequence (Q8TDV0 whole entry, looked up): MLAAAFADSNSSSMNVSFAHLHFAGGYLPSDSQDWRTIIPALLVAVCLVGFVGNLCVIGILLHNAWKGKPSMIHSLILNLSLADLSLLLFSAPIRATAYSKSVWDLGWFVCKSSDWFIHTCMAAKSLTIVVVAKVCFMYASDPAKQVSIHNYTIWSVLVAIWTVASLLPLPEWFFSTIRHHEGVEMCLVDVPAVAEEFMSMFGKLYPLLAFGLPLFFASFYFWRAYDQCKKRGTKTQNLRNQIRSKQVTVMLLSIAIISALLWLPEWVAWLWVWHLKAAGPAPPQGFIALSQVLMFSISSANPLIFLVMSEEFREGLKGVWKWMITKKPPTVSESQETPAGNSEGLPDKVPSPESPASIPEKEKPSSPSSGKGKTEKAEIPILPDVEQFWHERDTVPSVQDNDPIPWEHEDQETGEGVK
# TEAD-YAP inh = TEAD-YAP interaction inhibition | AID 1259422 | 1.4% of 640,000 active | inhibition, % at 9.12 µM | HEK-TIYL cells, TEAD-Gal4/YAP UAS-luciferase luminescence; in the data active = inhibition above about 32%;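 note: 0% = median of test compound wells and 100% = reference inhibitor wells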
# An asterisk follows results filed as active; x = no result given.
Molecule | FBW7 act | MITF inh | GPR151 ag | TEAD-YAP inh
O=c1oc2ccc(Br)cc2cc1-c1cn2c(n1)sc1ccccc12 | 0.0 | 4 | -0.2 | 3
COc1cc(OC)nc(N2CCN(S(=O)(=O)c3cccc(C(F)(F)F)c3)CC2)n1 | -0.2 | 4 | 0.2 | -8
NC(=O)c1ccc(-c2cccc(C(N)=O)c2)cc1 | 0.5 | 15 | 4.9 | -6
CCOC(=O)c1c(NC(=O)C(C)Sc2nnc(CNC(=O)c3cccc(C)c3)n2-c2ccccc2OC)sc2c1CCC2 (configuration not stated) | 0.1 | 3 | -0.7 | 4
Cc1ccc(N2CSC(=S)N(c3ccc(C)cc3C)C2)c(C)c1 | 0.0 | 10 | -1.5 | 10
Cc1ccc(-c2nn3c(C4COc5ccccc5O4)nnc3s2)cc1 (configuration not stated) | -0.2 | 5 | 1.5 | -13
COCc1cccc(NC(=O)c2ccccc2I)c1 | 0.2 | 5 | -0.7 | 2
COc1ccc(NC(=O)c2cc(-c3ccc(Br)cc3)nc3c(C)cccc23)cc1 | 0.0 | -5 | -1.0 | 8
CC(C)OC(=O)CCC/C=C\C[C@@H]1[C@@H](/C=C/[C@@H](O)CCc2ccccc2)[C@H](O)C[C@@H]1O | x | -6 | 5.4* | x
CC(=O)Nc1nnc(SCc2ccc([N+](=O)[O-])cc2)s1 | 0.9 | 16 | -0.4 | -1
CN(CC(=O)NC1CCCCCC1)S(=O)(=O)c1cc(Cl)ccc1Cl | 0.6 | 12 | -0.3 | 10
CCC(C(=O)Nc1ccc(C)c(C)c1)n1nnc(C(=O)OC)c1C(=O)OC (configuration not stated) | 0.0 | -2 | -0.9 | 2
Cc1cccc(C(=O)Nc2sc3c(c2C(=O)Nc2ccc(Cl)cc2)CCC(C)C3)c1 (configuration not stated) | -0.1 | -3 | 0.3 | 2
COc1cc(/C=C(/C#N)C(=O)Nc2ccccc2)c(Br)cc1OCC(=O)O | 0.8 | 15 | -0.7 | 1
Cc1c(NC(=O)CSc2nnc(-c3ccco3)n2N)c(=O)n(-c2ccccc2)n1C | -0.1 | -10 | 0.2 | -8
CCOC(=O)Cc1csc(NC(=O)C(C)Oc2ccc3c(C)cc(=O)oc3c2)n1 (configuration not stated) | 0.5 | 21 | -2.6 | 15
Cc1cc(C)c(CN2CCN(C3CCN(C(C)C)CC3)C(CCO)C2)c(-n2cccn2)c1 (configuration not stated) | -0.1 | -5 | 0.9 | 12
COc1ccc(CCNC(=O)CC2Sc3ccccc3NC2=O)cc1OC (configuration not stated) | -0.1 | -1 | -0.1 | 2
Cc1ccc(F)c(CN[C@H]2C[C@H]3C(=O)N4CCC[C@H]4C(=O)N3C2)c1 | 0.6 | 16 | 0.1 | -8
CCCn1c2c(c(=O)n(C)c1=O)C(c1ccc(Br)cc1)C1=C(COC1=O)N2 (configuration not stated) | 0.0 | -5 | -0.5 | -5
CCOC(=O)c1c2c(n3ccc(-c4ccncc4)cc13)C(=O)c1ccccc1C2=O | -0.2 | -8 | -0.1 | -5
Cc1cc2ccccc2cc1Cn1c(-n2ccnc2)nc2c1c(=O)n(C)c(=O)n2C | 0.0 | 2 | 1.1 | 6
CS(=O)(=O)N1CCN(c2ccc(NC(=O)c3ccc(Cl)cc3Cl)cc2)CC1 | 0.1 | -8 | -0.9 | -6
COc1ccc2c(c1)OC(C)CN(CCC(=O)NC1Cc3ccccc3C1)C2 (configuration not stated) | 0.1 | 11 | 0.5 | 3
CCN(CC)CCNC(=S)Nc1ccc(F)cc1 | 0.0 | -8 | -1.6 | 6
CN1CCN(Cc2sc3ccccc3c2Cl)CC1CCO (configuration not stated) | -0.1 | 4 | -0.2 | -8
CN(Cc1cc2ccccc2s1)C(=O)CCC1(Cc2ccco2)CCC(=O)N1 (configuration not stated) | -0.1 | 13 | -0.5 | -10
CC(C)(C)CN1CCNC(=O)C1CC(=O)NCCc1nc(-c2ccccc2)no1 (configuration not stated) | 0.1 | 9 | 0.1 | 5
COc1ccccc1CNC(=O)c1sc2ncn(CC(=O)Nc3ccc(C(C)C)cc3)c(=O)c2c1C | -0.1 | 3 | 0.5 | -7
COc1ccc(N2C(=O)CSC2c2cccc(Oc3ccccc3)c2)cc1Cl (configuration not stated) | 0.0 | 5 | -0.4 | 0
N#CC1(NC(=O)CSc2nnc(-c3ccc4c(c3)OCO4)o2)CCCCC1 | 0.0 | 1 | -0.1 | 2
CCCCCCSc1nnc(-c2ccc(Br)cc2)o1 | 0.0 | 9 | 0.4 | 9
O=C(CN(C1CCCCC1)S(=O)(=O)c1ccc(F)cc1)N1CCN(C(c2ccccc2)c2ccccc2)CC1 | 0.1 | -6 | -0.6 | 5
COc1ccc(CNC(=O)c2cnn3c(C)c(Cc4cccc(Br)c4)c(C)nc23)cc1 | -0.1 | -7 | 1.0 | 6
CCCOc1ccc2c(C)cc(=O)oc2c1 | 0.0 | 15 | -0.5 | -16
COc1ccc(OC)c(C2CCN(c3nncc(-c4ccc5c(c4)OCO5)n3)C2)c1 (configuration not stated) | -0.2 | -16 | 1.9 | 11
CN(c1ccccc1)S(=O)(=O)c1cc(Cl)ccc1Cl | 0.2 | 10 | -0.1 | -10
CCCCc1cc(=O)oc2c(C)c(OC(C)C(=O)OCC)ccc12 (configuration not stated) | 0.1 | 4 | -1.4 | -15
Cc1ccc(C(=O)C(C)Oc2cccc(N3C(=O)C4C5C=CC(C5)C4C3=O)c2)cc1 (configuration not stated) | 0.2 | 15 | 0.4 | 0
CCCn1nnnc1SCC(=O)Nc1cc(C)ccc1OC | 0.1 | 26 | 1.8 | -5
CCOc1ccc(N2CC(C(=O)NCCc3ccc(OC)c(OC)c3)CC2=O)cc1 (configuration not stated) | 0.1 | -12 | -0.9 | 4
CCO/C=C1\C(=O)N(c2c(Cl)cccc2Cl)c2cc(C=O)ccc21 | 0.0 | 8 | -0.1 | 7
CC(C)(C)NC(=O)CSc1nc(C2CC2)nc2ccccc12 | 0.1 | 0 | 0.4 | -11
COc1ccc(Nc2nc(-c3cccc(C)c3)nc3ccccc23)cc1OC | -0.1 | 0 | 1.8 | -3
Cc1ccc(CNC(=O)C2CCN(Cc3ccccc3)CC2)cc1 | -0.1 | 11 | 1.3 | 9
COc1ccc(CNCCNC(=O)c2cccs2)c(OC)c1OC | -0.1 | 20 | 1.2 | -5
COc1ccc(OCC(=O)N(c2ccccc2)C(C)C)cc1 | -0.1 | 0 | -0.9 | -6
COc1ccc(CNC(=O)COc2ccc(Br)c(C)c2)cc1 | 0.0 | 0 | -1.4 | 0
COc1ccc(N2CCN(C3CCCN(C(=O)c4ccoc4)C3)CC2)cc1 (configuration not stated) | -0.2 | 3 | -1.2 | -3
COc1cccc(/C=N/NC(=O)c2ccc(Cl)cc2)c1O | 0.1 | 0 | -0.1 | -2
COc1ccc(CC(=O)O/N=C(\N)Cc2ccc([N+](=O)[O-])cc2)cc1OC | -0.2 | 18 | 1.5 | 3
CCOC(=O)CNc1ncnc(N)c1[N+](=O)[O-] | 0.0 | -8 | -0.5 | -2
COc1ccc(OC)c(NC(=O)c2cc3n(n2)C(C(F)(F)F)CC(c2ccc(Cl)cc2)N3)c1 (configuration not stated) | 0.0 | -5 | 0.9 | -2
Cc1cc(NC(=O)CSc2ccc(-c3cccc([N+](=O)[O-])c3)nn2)no1 | 0.3 | 1 | 1.2 | 0
COc1ccc(/C=C/CN2CCc3nnc(C4CCCO4)n3CC2)cc1 (configuration not stated) | 0.1 | 3 | 0.2 | 3
O=C(N/C(=C/C=C\c1ccccc1)C(=O)N1CCOCC1)c1ccc(Br)cc1 | -0.1 | 7 | -1.5 | 7
O=C(Oc1ccc2c(c1)oc(=O)c1ccccc12)c1ccccc1 | 0.0 | 4 | 0.2 | 4
CCCCCn1c(SCC(=O)c2ccc(Br)cc2)nc2cc(C(=O)NCc3ccco3)ccc2c1=O | 0.0 | -1 | 0.1 | -8
COc1ccccc1/C=C1\C(=O)NC(=O)N(C(C)(C)C)C1=O | 0.0 | 11 | -0.9 | 9
Fc1cnc(Nc2ccc(CN3CCOCC3)cc2)nc1-c1cc(N2CCOCC2)cc(C(F)(F)F)c1 | -0.1 | 7 | 1.1 | 17

# The list continues.
molecule,FBW7 act,MITF inh,GPR151 ag,TEAD-YAP inh
COc1ccccc1-c1nc(CSc2nc3c(c(=O)[nH]2)CN(Cc2ccc(F)cc2)CC3)c(C)o1,-0.1,-5,-1.1,-2
NC(=O)CSc1nnc(-c2cccs2)n1CC1CCCO1 (configuration not stated),-0.1,-1,0.5,3
CCC(C)NC(=O)c1noc(C)c1[N+](=O)[O-] (configuration not stated),-0.7,-1,0.3,-22
COc1ccc(Cn2c(=O)c(C#N)cc3c(=O)n4cc(C)ccc4nc32)cc1,0.2,0,-1.0,0
O=C(NCc1cn2ccccc2n1)c1cc(F)c(F)c(F)c1F,0.0,4,3.1,-17
Cc1ccc(C)n1-c1ccc2cn[nH]c2c1,-0.1,2,-0.1,1
CCOc1ccc(N2C(=O)CC(NCc3ccc4c(c3)OCO4)C2=O)cc1 (configuration not stated),0.0,0,-1.1,-2
Cc1cc(N/N=C/c2ccc(O)c(O)c2)nc2ccccc12,-0.5,8,-0.1,-12
COc1ccc(C(=O)NCC(=O)OCC(=O)c2ccccc2Br)cc1OC,-0.1,5,-0.4,5
Clc1ccc(-c2csc(=Nc3cc(Cl)ccc3Cl)n2-c2ccccc2)cc1,-0.1,0,0.7,1
Cc1ccc(C)c(CN2CCc3nnc(C(NC(=O)c4ccoc4)C(C)C)n3CC2)c1 (configuration not stated),-0.1,14,-0.5,-4
CCOc1ccccc1CN1CCc2nnc(C(NC(=O)c3ccoc3)C(C)C)n2CC1 (configuration not stated),-0.2,0,-0.1,4
COc1cccc(CNC(=O)Cn2c(=O)oc3ccccc32)c1,0.3,11,-1.4,9
Cc1nc(-c2ccc(NC(=O)c3ccccc3[N+](=O)[O-])cc2)cs1,0.0,10,-0.5,-55
COc1ccc2c(c1)CC(C(=O)Nc1ccc(-c3cn[nH]c3C)cc1OCc1cccnc1)CO2 (configuration not stated),0.1,16,-0.6,-34
COc1ccc(C2CC(C(F)(F)F)n3nc(C(=O)N4CCCc5ccccc54)c(Cl)c3N2)cc1OC (configuration not stated),0.0,3,1.7,26
CCOc1ccc(N2CC(C(=O)Nc3ccc(NC(C)=O)cc3)CC2=O)cc1 (configuration not stated),0.0,13,1.9,2
N/C(=N\c1nc2c(c(=O)[nH]1)CCC2)Nc1ccccc1,-0.1,2,-1.2,-5
COc1ccc(C2=NN(C(=O)CSc3nnc(CNC(=O)c4ccccc4OC)n3-c3ccccc3)C(c3ccc(OC)cc3)C2)cc1 (configuration not stated),-0.1,-5,0.2,-5
CC1=NOC(=O)/C1=C/c1ccccc1OCc1ccccc1Cl,-0.1,32,0.7,-6
COc1cccc(-n2c(SCC(=O)NC(C)(C)C)nnc2-c2cccnc2)c1,0.6,-6,-0.9,-9
COc1ccc(OC)c(NC2=NC3CS(=O)(=O)CC3S2)c1 (configuration not stated),0.2,-6,0.3,2
N#Cc1ccc(-c2ccc(OC(=O)c3ccc(S(=O)(=O)N4CCOCC4)cc3)cc2)cc1,0.1,5,1.0,1
COc1ccc(OC)c(/C=C2\NC(=S)NC2=O)c1,-0.1,-11,1.6,-12
CCOC(=O)C1=C(C)NC(=O)NC1c1ccccc1OCc1ccccc1 (configuration not stated),-0.1,7,0.7,-7
CC1CCCC(NC(=O)C2=CCN(S(=O)(=O)c3ccccc3)CC2)C1C (configuration not stated),0.2,13,-0.7,-2
COC(=O)C1CCCN1C(C(=O)NC1CCCCC1)c1ccc(Cl)cc1 (configuration not stated),-0.1,12,-0.4,-3
CCCNS(=O)(=O)c1ccc(NC(=O)c2ccncc2)cc1,-0.1,2,-1.6,-7
COc1ccc(NC(=O)c2ccc(-c3cc(Cl)ccc3Cl)o2)cc1OC,-0.1,-1,0.7,5
N#CC1=C(N)SC(N)=C(C#N)C1c1cccs1,0.0,7,-0.1,1
CC(C)C1NC(=S)N(c2ccccc2)N1 (configuration not stated),0.1,0,4.1,-1

# Complete entries, quoted from the list. Order of screens: FBW7 act	MITF inh	GPR151 ag	TEAD-YAP inh
# COc1ccc(NC(=O)c2ccc(-c3cc(Cl)ccc3Cl)o2)cc1OC in the list: -0.1	-1	0.7	5
# COc1cccc(-n2c(SCC(=O)NC(C)(C)C)nnc2-c2cccnc2)c1 in the list: 0.6	-6	-0.9	-9
# N#CC1=C(N)SC(N)=C(C#N)C1c1cccs1 in the list: 0.0	7	-0.1	1
# CCCNS(=O)(=O)c1ccc(NC(=O)c2ccncc2)cc1 in the list: -0.1	2	-1.6	-7
# N#Cc1ccc(-c2ccc(OC(=O)c3ccc(S(=O)(=O)N4CCOCC4)cc3)cc2)cc1 in the list: 0.1	5	1.0	1

# 4 structures out of the list, ordered by length of the SMILES, smallest number first.
molecule,FBW7 act,MITF inh,GPR151 ag,TEAD-YAP inh
Cc1ccc(CNC(=O)C2CCN(Cc3ccccc3)CC2)cc1,-0.1,11,1.3,9
Cc1ccc(-c2nn3c(C4COc5ccccc5O4)nnc3s2)cc1 (configuration not stated),-0.2,5,1.5,-13
CN(CC(=O)NC1CCCCCC1)S(=O)(=O)c1cc(Cl)ccc1Cl,0.6,12,-0.3,10
CCOC(=O)Cc1csc(NC(=O)C(C)Oc2ccc3c(C)cc(=O)oc3c2)n1 (configuration not stated),0.5,21,-2.6,15
